Screens: PubChem, several laboratories
TRPML3 ag – activates the human TRPML3 channel | AID 1448 | Q8TDD5 | HEK293 TRPML3-YFP, Fluo-8 calcium fluorescence; 100% = the carbachol control signal | hit rate 0.29% among 220,000 | activation, % at 3 µM;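 active = activation above its plate's cutoff, the mean activation of the plate's test wells plus 3 SD, cut at about 12% in these data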;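 also: 0% = DMSO only wells and 100% = carbachol wells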
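Test system: HEK293 cells stably carrying human TRPML3-YFP; Doses: single dose, 3 µM final nominal compound, 0.3% DMSO final; Schedule: dye loading 1 h 37 °C then 30 min ambient, 125 s read; Technique: Fluo-8 calcium fluorescence; Benchmarks: high control carbachol 87 µM, low control DMSO.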
PPC-1+TRAIL kill – kills PPC-1 cancer cells in the presence of TRAIL; PPC-1 cells + TRAIL, ATPLite viability luminescence; cell killing (% activity), % at 4 µM; hit rate 0.41% among 220,000; AID 1443;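 active = cell killing above 50% in the first pass at 4 µM, then a duplicate retest at 5 µM averaging 50% or more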;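 also: plate controls were cells with TRAIL plus DMSO for no effect and medium-only wells lacking cells for full effect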
TNF necrop inh – inhibitors of TNF-alpha induced necroptosis in Jurkat FADD-/- cells; Jurkat FADD-/- TNF necroptosis rescue, ATP luminescence, 24 h; 0 = TNF only, 100 = no-TNF cells; activation (protection from cell death), % at 10 µM; hit rate 0.068% among 220,000; AID 463075;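 active = activation, meaning protection from cell death, of at least 50% relative to plate controls; inactive = activation below 50%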;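 also: necroptosis triggered by 40 ng/mL TNF-alpha added together with compound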
EBV gp42 inh – EBV gp42 inhibition; inhibition, % (tested at 21.74 µM); Q1HVG2; AID 1085; Fluorescence polarization binding assay, mP read-out; hit rate 0.42% among 220,000; in the data active = inhibition above about 50%
Target sequence (Q1HVG2 whole entry, looked up): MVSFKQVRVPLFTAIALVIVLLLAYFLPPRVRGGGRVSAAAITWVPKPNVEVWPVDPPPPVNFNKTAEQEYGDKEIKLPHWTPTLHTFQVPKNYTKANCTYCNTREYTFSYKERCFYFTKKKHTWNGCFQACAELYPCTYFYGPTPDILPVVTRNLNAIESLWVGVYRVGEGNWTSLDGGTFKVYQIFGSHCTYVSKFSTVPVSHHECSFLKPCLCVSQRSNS
CHOP inh – blocks CHOP induction under ER stress; CHO-K1 CHOP-promoter luciferase, tunicamycin-induced, 15-18 h; inhibition, % at 10 µM; hit rate 3.8% among 220,000; AID 2732;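 active = compounds that reduced the stress-induced luciferase reporter signal by more than about 70% of percent inhibition, limit read from the data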;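 also: 0% = tunicamycin plus vehicle and 100% = wells without tunicamycin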
TRPN1 ag – activates the zebrafish TRPN1 channel; hit rate 0.18% among 220,000; activation, % at 3 µM; HEK293 zebrafish TRPN1-YFP, Fluo-8 calcium fluorescence; 100% = response to 87 µM carbachol; AID 1424;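 active = activation above its plate's cutoff, the mean activation of test wells on that plate plus 3 SD, cut at about 19% in these data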;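 also: 0% = DMSO alone and 100% = 87 µM carbachol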
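System: zebrafish TRPN1-YFP in HEK293 cells / Dosing: 3 µM single point / Timing: dye loading 1 h at 37 °C, then 30 min room temperature / Signal: Fluo-8 calcium fluorescence, excitation 470-495 nm, emission 515-575 nm / Read-out basis: percent activation from peak over basal fluorescence ratio, control-normalized / Control set: high carbachol 87 µM, low DMSO alone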
NCF1 inh – p47phox (human) inhibition | P14598 | p47phox/p22phox peptide binding, fluorescence polarization, 2 h | inhibition, % at 24.7 µM | hit rate 0.53% among 220,000 | AID 1274;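 active = inhibition above about 30%, limit read from the data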;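 also: 0% = p47phox with labelled peptide and 100% = labelled peptide alone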
Mdm2 ligase inh – Mdm2 E3 ligase (human) inhibition | cell-based MDM2 ubiquitination luciferase reporter, 2 h; 0 = plate control, 100 = twice control, blank-subtracted | signal enhancement, % at 5 µM | hit rate 0.11% among 210,000 | AID 1230;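 active = signal enhancement of 30% or more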;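 also: luminescence tracks abundance of the self-degrading MDM2-luciferase fusion protein; higher signal means inhibition of MDM2 E3 ligase activity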
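Assay system: stable mammalian line carrying autodegrading MDM2–luciferase fusion reporter; Input: 2000 cells in each well; Compound dosing: single-point 5 µM; Schedule: 2 h compound exposure at 37 °C; Signal: SteadyLite luciferase luminescence after 15 min room-temperature reagent incubation; Evaluation: % luminescence enhancement versus blank-corrected plate control mean; Benchmarks: plate controls and plate blanks.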
Runt-SMMHC FRET – Runt domain-CBFb-SMMHC interaction inhibition; Q01196+Q13951; inhibition, % at 20 µM; hit rate 0.74% among 220,000; Cerulean-Runt/Venus-CBFb-SMMHC FRET ratio 530/480, 1 h;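 active = mean inhibition across duplicate retests at 20 µM reaching about 50%, limit read from the data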;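 also: 0% = DMSO wells and 100% = wells with excess untagged CBFb-SMMHC; inhibitors lower the FRET ratio by blocking Runt binding to CBFb-SMMHC; some results filed as inactive read as strong as hits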
Target sequence (Q01196 whole entry, looked up, the tested form may be a part): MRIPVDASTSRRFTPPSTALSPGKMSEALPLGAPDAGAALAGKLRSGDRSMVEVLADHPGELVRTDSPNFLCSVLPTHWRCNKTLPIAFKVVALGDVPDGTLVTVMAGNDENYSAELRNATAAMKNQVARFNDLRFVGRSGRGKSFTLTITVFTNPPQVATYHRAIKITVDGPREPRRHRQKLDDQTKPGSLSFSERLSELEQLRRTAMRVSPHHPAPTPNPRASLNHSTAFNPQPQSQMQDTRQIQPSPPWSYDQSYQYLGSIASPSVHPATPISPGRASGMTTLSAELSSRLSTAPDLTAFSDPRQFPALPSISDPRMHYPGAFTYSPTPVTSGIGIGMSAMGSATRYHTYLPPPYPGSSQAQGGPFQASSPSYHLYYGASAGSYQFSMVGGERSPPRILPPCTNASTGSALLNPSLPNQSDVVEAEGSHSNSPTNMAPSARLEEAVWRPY
Target sequence (Q13951 whole entry, looked up, the tested form may be a part): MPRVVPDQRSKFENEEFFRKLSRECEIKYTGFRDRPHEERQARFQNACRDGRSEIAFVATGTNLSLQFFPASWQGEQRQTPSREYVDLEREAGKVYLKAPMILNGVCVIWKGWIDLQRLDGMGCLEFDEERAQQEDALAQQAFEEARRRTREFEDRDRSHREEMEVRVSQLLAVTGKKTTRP
* = called active by the depositor; / = not tested or not shown.

The first 2 compounds (preview)
Order of values: TRPML3 ag, PPC-1+TRAIL kill, TNF necrop inh, EBV gp42 inh, CHOP inh, TRPN1 ag, NCF1 inh, Mdm2 ligase inh, Runt-SMMHC FRET
(1) O=C(O)c1ccc(N2C(=O)c3[nH]nc(-c4ccccc4)c3C2c2ccccc2)cc1 (configuration not stated)
 : 0.5, 7, -0.1, -8, -10, 1.1, -4, -17, -2
(2) Cc1cc(NC(=O)CN2CCN(C)CC2)no1
 : 0.7, -2, 1.6, 3, 1, 1.2, 1, -89, -1

Main list, previewed entries included:
Order of values: TRPML3 ag, PPC-1+TRAIL kill, TNF necrop inh, EBV gp42 inh, CHOP inh, TRPN1 ag, NCF1 inh, Mdm2 ligase inh, Runt-SMMHC FRET
(1) O=C(O)c1ccc(N2C(=O)c3[nH]nc(-c4ccccc4)c3C2c2ccccc2)cc1 (configuration not stated)
 : 0.5, 7, -0.1, -8, -10, 1.1, -4, -17, -2
(2) Cc1cc(NC(=O)CN2CCN(C)CC2)no1
 : 0.7, -2, 1.6, 3, 1, 1.2, 1, -89, -1
(3) Cn1c(=O)cc(N2CCOCC2)[nH]c1=O
 : 0.3, 0, 0.5, -10, -4, -1.1, -13, -20, -4
(4) CCc1nc(N2CCN(C(=O)c3ccco3)CC2)c2c3c(sc2n1)CCCC3
 : -0.9, 2, -0.8, 1, 37, -1.0, -10, -19, -2
(5) CC(NC(=O)CCl)c1ccc(Cl)c(Cl)c1 (configuration not stated)
 : 0.3, 12, 11, -24, -8, -0.9, -7, -11, -7
(6) N/C(=N\OC(=O)c1ccco1)c1ccccn1
 : 1.3, 13, -1.1, -11, -4, 3.1, 2, -4, -3
(7) CC1(C)CC(=O)C(C=NCCN2CCN(C(=O)CCl)CC2)=C(O)C1
 : 0.6, 2, -0.6, -17, 9, 1.5, -6, -15, 0
(8) CC1CCc2nc(N)c(C#N)c(-c3cccnc3)c2C1 (configuration not stated)
 : 0.3, /, 1.5, 5, 47, 0.6, -1, -34, 2
(9) O=C(/C=C/c1ccc2c(c1)OCO2)N1CCN(c2n[nH]c(=O)[nH]c2=O)CC1
 : 0.9, 20, 4.8, -3, 20, -0.2, 0, -5, 0
(10) O=C(Cn1c(C(F)(F)F)nc2ccccc21)c1ccc(F)cc1
 : -0.1, 4, -1.2, 3, 17, 0.5, -12, 4, 3
(11) O=C(NCCN1C(=O)S/C(=C\c2ccc(Cl)c(Cl)c2)C1=O)C1COc2ccccc2O1 (configuration not stated)
 : 1.0, 17, 0.1, -30, 52, 0.8, -33, -6, -1
(12) Oc1ccc(N2CCN(c3ncnc4sc(-c5ccccc5)cc34)CC2)cc1
 : -0.2, 9, -12, -10, 36, 0.2, -5, 22, 41
(13) CCOc1ccc(-c2nnn(CC(=O)NCc3ccc(OC)cc3)n2)cc1OCC
 : 1.1, 8, 1.2, -5, 47, 1.8, -17, -10, 3
(14) COc1ccc(-c2nn(C)c(=O)c3ccccc23)cc1NC(=O)Cn1nc(C)c2ccccc2c1=O
 : -0.6, 8, -4.6, -23, 40, -0.1, -18, -19, 1
(15) CCOC(=O)c1cc(-c2ccc(F)cc2)n(CC(=O)NCc2cccnc2)c1C
 : 0.4, -11, 2.5, -6, 1, -1.4, -2, -4, -2
(16) COCCNC(=O)C(c1ccc(C)o1)N(Cc1ccc(OC)cc1)C(=O)Cn1nnc2ccccc21 (configuration not stated)
 : 0.5, 6, -3.2, -17, 5, 2.6, 0, -5, 0
(17) Cc1ccc(-n2ncc3c(Nc4cccc(C(=O)O)c4)ncnc32)cc1
 : 0.0, 19, 0.8, -15, -2, 0.5, 3, -15, 3
(18) S=C1NC2=C(CCCC2=C2SCCS2)C(c2ccccc2)N1 (configuration not stated)
 : 0.5, 25, -3.3, 10, 16, -0.9, -30, -1, -9
(19) CCSc1nnc(NC(=O)CCc2ccc(OC)cc2)s1
 : 0.1, 19, 3.5, -18, 59, -0.8, -14, -10, -6
(20) O=C(c1ccc(Cl)cc1)N1CCN(c2cc(=O)[nH]nc2-c2ccccc2)CC1
 : 0.5, 10, -4.3, 11, 0, 0.8, 3, -14, -4
(21) COc1ccc(CCN2C(=O)NC(NC(C)=O)(C(F)(F)F)C2=O)cc1OC (configuration not stated)
 : 0.1, -7, -0.1, -3, -10, -0.1, 5, -10, -1
(22) COc1ccc(-c2csc(N)n2)cc1
 : 0.2, -6, 0.2, -10, -9, -0.8, -5, -9, -2
(23) Brc1ccc(-c2csc(N/N=C/c3ccc4c(c3)OCO4)n2)cc1
 : -0.5, 4, 2.5, 7, 27, 1.0, -13, /, -3
(24) O=c1[nH]c2cc3ccccc3cc2nc1C(F)(F)F
 : 1.8, 10, 0.3, 28, 22, 3.0, -12, 4, -85
(25) COc1cccc2c3c(c(=O)[nH]c12)CCC(C)(C)O3
 : -0.2, 31, -2.8, -7, 21, -1.2, 1, -10, -1
(26) CCOC(=O)NC(C(F)(F)F)(C(F)(F)F)P(=O)(c1ccccc1)c1ccccc1
 : 1.1, 15, -0.9, 2, -11, 0.5, 7, -6, -5
(27) Cc1ccc(SCc2nc(-c3ccccc3)no2)cc1
 : 0.3, -14, 1.8, -7, 53, -0.5, 2, -15, 1
(28) Cc1ccc2nc(SCC(=O)Nc3ccc(F)c([N+](=O)[O-])c3)[nH]c2c1
 : 0.2, 10, 1.9, 0, 50, -1.9, -5, -2, -5
(29) CC1CCC(NC(=O)CC2Oc3ccccc3NC2=O)CC1 (configuration not stated)
 : 0.1, 24, -1.6, -7, 18, -0.1, 4, -9, -4
(30) CN(CCN1CCOCC1)Cc1nc(-c2cccs2)no1
 : 0.6, 4, 0.5, -9, 14, -0.7, 0, -8, 0
(31) Cc1ccc(S(=O)(=O)N2CCN(Cc3nc4sc5c(c4c(=O)[nH]3)CCCC5)CC2)cc1
 : 0.4, 24, 1.8, -44, 61, 0.1, -53, -3, -10
(32) CC(C)(C)C(=O)CSc1nc2ccccc2o1
 : 0.9, 3, 3.6, -11, 14, -0.7, 3, 3, 1
(33) CCCn1c(SCC(=O)NC(C)(C)C)nnc1C(C)C
 : 0.3, 3, -0.3, -13, 40, 1.1, -13, 0, -3
(34) CCCOC1CCCN(C(=O)c2cc(Cl)c(Cl)cc2C(=O)O)C1 (configuration not stated)
 : 1.2, 0, -1.7, 13, 17, 0.9, 10, -20, -6
(35) COc1cc(C#N)c(NC(=O)CN2CCC(C(N)=O)CC2)cc1OC
 : 0.2, -4, -0.8, -16, -11, 0.2, -5, 3, 1
(36) Cc1ccc(NC(=O)CCC(=O)N/N=C/c2ccco2)c(C)c1
 : 0.8, 5, 0.6, 1, 12, -1.9, 5, -8, 5
(37) N#CCC(=O)N/N=C/c1cccc(Oc2ccccc2)c1
 : 0.6, 14, -1.2, 4, 20, 0.3, -54, -4, -5
(38) CC(C)(C)c1nn(-c2ccccc2)c2[nH]c(=O)c(CNc3ccc4c(c3)OCCO4)cc12
 : 0.5, -5, 0.0, 0, 65, -0.6, -7, -5, -27
(39) COc1cc2c(cc1OC)CN(c1nc(CN3CCOCC3)nc3sc4c(c13)CCC(C)C4)CC2 (configuration not stated)
 : -0.4, 14, -7.3, 22, 33, -0.1, -20, -3, -2
(40) Cn1c(NC(=O)c2ccccc2)c(-c2ccccn2)c(=O)c2ccccc21
 : 1.0, 10, -0.5, 0, -18, 0.4, 3, -1, -4
(41) COc1ccc(C2CC(C)=C(C#N)S(=O)(=O)C2C#N)cc1 (configuration not stated)
 : 1.1, 2, -5.3, -11, -1, 0.4, -15, 6, 16
(42) CN1C(=O)c2cccc3c(S(=O)(=O)NCc4ccco4)ccc1c23
 : 0.4, -3, -7.9, 0, 0, 0.2, -1, -2, 63
(43) CCn1c(SCC(=O)N2CCOCC2)nc(O)cc1=O
 : 0.3, 16, 0.3, -9, 14, 1.3, 0, -10, 3
(44) COc1ccc(CCNc2cc(C)nc3c(-c4ccc(Cl)cc4)cnn23)cc1OC
 : 0.4, -1, 1.5, 3, 0, -1.1, -4, -10, 2
(45) CC(C)C(NC(=O)C1CCCCC1)C(=O)Nc1ccccn1 (configuration not stated)
 : 0.4, -25, 1.3, 8, 13, -0.7, -4, 4, 2
(46) CCN(CC)S(=O)(=O)c1ccc(C)c(NC(=O)COC(=O)c2ccc(C)c(S(=O)(=O)N3CCOCC3)c2)c1
 : 0.0, 8, -2.6, -11, -2, -1.0, -2, -11, -5
(47) CCc1ccc(OCC(=O)NC(NC(=S)Nc2ccccc2C)C(Cl)(Cl)Cl)cc1 (configuration not stated)
 : 0.4, 5, 1.3, -8, 10, -0.5, -13, -10, 7
(48) Cc1cccc(NC(=O)c2cc(N3CCOCC3)nc3ccccc23)c1
 : -0.5, -10, -0.4, -13, 27, 0.4, -10, -15, 1
(49) Cc1cc(C)nc(NS(=O)(=O)c2ccc(NS(=O)(=O)c3ccccc3)cc2)n1
 : 0.5, -14, 0.6, -18, -1, 0.5, 3, -10, -1
(50) CCN(C(=O)c1cc2cccc(OC)c2oc1=O)c1ccccc1
 : 0.7, 12, -1.1, -21, 11, 0.9, -6, -16, -1
(51) Nc1cc(C(F)(F)F)ccc1N1CCOCC1
 : -0.6, 21, -0.7, -2, 9, 0.9, 1, -6, 0
(52) CCN1CCCC1CNC(=O)Cn1ncc2c(=O)oc3ccc(C)cc3c21 (configuration not stated)
 : -0.3, 8, -1.7, -10, 24, 0.8, 0, -3, 3

Compound profiles (already shown). Values in the order: TRPML3 ag, PPC-1+TRAIL kill, TNF necrop inh, EBV gp42 inh, CHOP inh, TRPN1 ag, NCF1 inh, Mdm2 ligase inh, Runt-SMMHC FRET
Entry for `Cc1cc(C)nc(NS(=O)(=O)c2ccc(NS(=O)(=O)c3ccccc3)cc2)n1` → 0.5, -14, 0.6, -18, -1, 0.5, 3, -10, -1
Entry for `Cc1cccc(NC(=O)c2cc(N3CCOCC3)nc3ccccc23)c1` → -0.5, -10, -0.4, -13, 27, 0.4, -10, -15, 1
Entry for `CCc1ccc(OCC(=O)NC(NC(=S)Nc2ccccc2C)C(Cl)(Cl)Cl)cc1` (configuration not stated) → 0.4, 5, 1.3, -8, 10, -0.5, -13, -10, 7
Entry for `CCN1CCCC1CNC(=O)Cn1ncc2c(=O)oc3ccc(C)cc3c21` (configuration not stated) → -0.3, 8, -1.7, -10, 24, 0.8, 0, -3, 3
Entry for `CCN(CC)S(=O)(=O)c1ccc(C)c(NC(=O)COC(=O)c2ccc(C)c(S(=O)(=O)N3CCOCC3)c2)c1` → 0.0, 8, -2.6, -11, -2, -1.0, -2, -11, -5
